Screens deposited in PubChem BioAssay by National Center for Advancing Translational Sciences (NCATS).
GLS inhibitor – glutaminase GLS (human) inhibition. 410,000 compounds, 0.21% hits. AID 624170. O94925. Potency, µM (top dose mostly 45.5 µM), for the others: top-dose activity change, negative = inhibition, most hits filed as inhibitors. GLS enzymatic activity, qHTS titration; further: potency means the concentration at half of the fitted maximal effect; on the % scale 0 is the no-effect control and ±100 the full control effect
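Human kidney-isoform GLS in 45 mM KH2PO4 pH 8.2, 0.02% Tween-20, with compound, started with 1mM L-Glutamine (added stock). Glutamate oxidase/HRP/Amplex red coupled fluorescence read at start and after 30 min at RT.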
HP1b binding inh – inhibitors of HP1-beta chromodomain binding to methylated histone tails. AlphaScreen HP1-beta / biotin-H3K9me3 peptide binding. Potency, µM (top dose mostly 114 µM), for the others: at the top dose activity change, negative = inhibition, usual class: inhibitors. 390,000 compounds, 0.56% hits. AID 540317; further: potency means the concentration at half of the fitted maximal effect; nearly all actives have a fitted effect of over 70% in size; inactives centre near 23
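HP1-beta protein (50 nM final) preincubated 30 min at room temperature with biotinylated H3(1-18)K9me3 peptide (50 nM) in PBS pH 7.4, 0.01% Tween-20, then compound added for 30 min. AlphaScreen streptavidin donor/nickel chelate acceptor beads (10 ug/mL final), 30 min dark, luminescence read.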
G9a inh – blocks human histone lysine methyltransferase G9a; Q96KQ7; G9a H3K9 monomethylation, AlphaScreen, 2 h; Potency, µM (highest dose often 102 µM), for inactives: at the highest dose activity, negative = inhibition, actives largely listed as inhibitors; 350,000 compounds, 8.8% hits; AID 504332; further: potency means the concentration at half of the fitted maximal effect; on the % scale 0 is the no-effect control and ±100 the full control effect; nearly all actives have a fitted effect of over 75% in size
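Methyltransferase reactions run at room temperature for 2 h (20 nM enzyme, 500 nM biotin-H3K9 peptide, 20 uM SAM) after a 15 min compound preincubation; product detected by AlphaScreen beads and anti-H3K9me1 antibody.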
RGS4 inh – inhibitors of human regulator of G protein signaling 4; P49798; Transcreener GDP fluorescence polarization, RGS4-accelerated GTP hydrolysis; Potency, µM (series often up to 114 µM), for inactives: at the highest dose activity change, negative = inhibition, hits mostly inhibitors; 390,000 compounds, 0.039% hits; further: potency means the concentration at half of the fitted maximal effect; on the % scale 0 is the no-effect control and ±100 the full control effect; nearly all actives have a fitted effect of over 75% in size; some results filed as inactive show a strong effect at the top dose
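MLSMR compounds (23 nl, pin-transferred) preincubated 10 min at room temperature with a 500nM (2x) first reagent, then RGS4 at 900nM (2x) plus Transcreener GDP mix added; fluorescence polarization (620/688 nm) read before and after 90 min at 30 °C.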
ERG Ets-DNA blk – blocks human ERG Ets domain binding to DNA | P11308 | fluorescence polarization, His-ERG Ets domain / labelled DNA | Potency, µM (highest dose often 76.9 µM), for inactives: top-dose FP activity, negative = inhibition, hits mostly inhibitors | 370,000 compounds, 0.028% hits; active means well fitted inhibition curve with a large enough effect in the polarisation, with a control signal flat; inconclusive means small, poorly fitted or top-dose-only effect, or effect the other way, or a change in a side signal; inactive means no such curve, though single readings can be large or run the other way; the % refers to the polarisation;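 further: polarization taken with two DNA probes labelled with fluorescein and Texas red; potency means the concentration at half of the fitted maximal effect; % of control where 0% means no effect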
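His-tagged ERG Ets domain (1 uM in the protein solution; 300mM KCl, 50mM Tris-HCl, 1mM EDTA, 1mM DTT, pH 7.5) received compound, then a probe mix of 5 nM fluorescein-DNA and 100nM Texas-615-DNA. Fluorescence polarization was read for both dyes.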
PI4K2A block – inhibitors of human PI4K2A. Q9BTU6. purified PI4K2A, ADP-Glo luminescence, 1 h; active compounds read low. activity change, negative = inhibition, % at 76.9 µM. 420,000 compounds, 0.13% hits. AID 1346378; in the data active means activity change below about -50%; inconclusive means mostly about -30% to -49%;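 further: -100% = wells without enzyme as full effect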
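PI4K2A activity was measured by ADP-Glo luminescence: enzyme (4 ug/mL stock) and phosphatidylinositol (1.2 mM stock) in Tris pH 7.5/MgCl2/EGTA/Triton X-100 buffer were reacted with ATP (300 microM stock) for one hour at ambient temperature.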
JMJD2A Tudor – JMJD2A Tudor domain (human) inhibition. O75164. AlphaScreen JMJD2A-Tudor / H3K4me3 peptide binding. Potency, µM (top dose mostly 114 µM), inactives show top-dose activity change, negative = inhibition, most hits filed as inhibitors. 390,000 compounds, 4.4% hits. AID 504339; further: potency means the concentration at half of the fitted maximal effect; on the % scale 0 is the no-effect control and ±100 the full control effect; nearly all actives have a fitted effect of over 50% in size
ALOX12 inh – blocks human arachidonate 12S-lipoxygenase | P18054 | purified 12hLO, xylenol orange hydroperoxide absorbance | Potency, µM (doses to about 108 µM), without a hit: top-dose activity change, negative = inhibition, hits mostly inhibitors | 580,000 compounds, 1.1% hits; further: potency means the concentration at half of the fitted maximal effect; on the % scale 0 is the no-effect control and ±100 the full control effect
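Hydroperoxide product was detected by ferrous iron/xylenol orange as the 573 to 405 nm absorbance ratio. Arachidonic acid at 40 uM (final) was turned over for 30 min at room temperature by 150 nM human 12hLO, pH 7.0 Hepes buffer, after 15 min compound preincubation.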
BAZ2B block – BAZ2B (human) inhibition; Q9UIF8; AID 504333; AlphaScreen BAZ2B-H3K14Ac peptide displacement; 360,000 compounds, 4.4% hits; Potency, µM (highest dose often 114 µM), for inactives: at the highest dose activity change, negative = inhibition, most hits filed as inhibitors; further: potency means the concentration at half of the fitted maximal effect; on the % scale 0 is the no-effect control and ±100 the full control effect; nearly all actives have a fitted effect of over 60% in size
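Inhibition is scored as reduced AlphaScreen emission. The BAZ2B/b-H3(5-23)K14Ac complex (50 nM each) in PBS pH 7.4, 0.01% Tween-20 meets compound (up to 110 uM) for 30 min at RT before bead addition.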
* hit, by the source's call; i = inactive; ? = inconclusive; / = no result given; & = joins results of further samples; [ ] = dose if it differs, or a comment. Unless noted, the call rests on the fitted dose curve; in most records, active means well fitted curve in the direction sought with a large enough effect; inconclusive means small, poorly fitted or top-dose-only effect, or another doubt; inactive means no such curve, though single readings can be large; an effect the other way counts as inactive or inconclusive. An excerpt; the hit share may differ from the screen's.

SMILES	GLS inhibitor	HP1b binding inh	G9a inh	RGS4 inh	ERG Ets-DNA blk	PI4K2A block	JMJD2A Tudor	ALOX12 inh	BAZ2B block
COc1cccc(CNC(=O)C(CCSC)NS(=O)(=O)c2ccc3c(c2)oc(=O)n3C)c1 (stereo not drawn)	-10%	41%[activator]	14%	-19%	3%	3	6%	0%	-3%
Cc1nn(CCCC(=O)Nc2ccccc2C(F)(F)F)c(=O)c2nn(-c3ccccc3)c(C)c12	3%	29%	-15%[59 µM]	3%	-3%	-3	-1%	-4%	-12%
O=C1Nc2c(Br)cc(Br)cc2C1(O)N1CCOCC1 (stereo not drawn)	3%	26%	5%[12.7 µM]	-25%	9%	5	-7%	0%	4%
O=C(NC(Cc1c[nH]c2ccccc12)c1nnc2n1CCCCC2)c1ccccc1Cl (stereo not drawn)	8%	24%	/	10%	2%	1	-17%	17%	-4%
CC1CN(C(=S)NC(=O)c2ccc([N+](=O)[O-])cc2)CC(C)O1 (stereo not drawn)	7%	24%	40µM*	-1%	-1%	-11	-35%	-11%	-34%[57.1 µM]
COc1cccc(C(=O)Nc2cc(Cl)c(O)c(Cl)c2)c1	26%	21%	45µM*	17%	-4%	-11	-15%	-20%	-24%
COc1cc2c(cc1OC)C(C(=O)Nc1ccc3c(c1)OCCO3)C(c1cccnc1)N(C)C2=O (stereo not drawn)	3%	17%	-6%[12.7 µM]	5%	1%	2	-7%	-48%	5%
Cc1cc(C)c(C#N)c(SCC(=O)c2ccccc2)n1	1%	148%[activator]	/	4%	5%	5	16%	-9%	-4%
CC(=O)N1CCN(CC(C)(C)NS(=O)(=O)c2ccccc2)CC1	2%	25%	/	19%	-2%	-1	-4%	0%	/
CCOC(=O)C1(Cc2ccccc2)CCN(Cc2cc(OC)c3c(c2)OCO3)CC1	-1%	22%	10%[0.501 µM]	13%	3%	0	-24%	84%[activator]	-7%
CC1(C)NC(=O)N(CC(=O)N2CCC(Cc3ccccc3)CC2)C1=O	-6%	47%[activator]	59%[activator]	2%	8%	-1	-5%	i	-15%
COc1ccc(-c2cc(C(=O)OCC(=O)N3CCCC3)c3ccccc3n2)cc1	12%	107%	-28%[12.7 µM]	17%	10%	4	10%	-7%	8%
Cc1oc(-c2ccc(C(=O)NCCc3ccc(Cl)cc3)cc2)nc1CSc1ccccc1	0%	44%[activator]	?	-23%	0%	0	-1%	-24%	-4%
CCn1c(=N)n(CC(O)c2cccs2)c2ccccc21 (stereo not drawn)	-6%	8%	20%	-6%	0%	2	-14%	-4%	21%
CCOc1ccc2[nH]c(=O)c(CN(CCO)C(c3nnnn3C3CCCCC3)C(C)C)cc2c1 (stereo not drawn)	-2%	54%[activator]	?	6%	-15%	2	-5%	-13%	1%
CCOC(=O)C1(C(=O)O)NC(=O)CC1c1ccccc1 (stereo not drawn)	-1%	5%	/	25%	-5%	-19	-4%	16%	-4%
CC(Oc1ccc(Cl)cc1Cl)c1nc(-c2ccc(NC(=O)c3ccncc3)cc2)no1 (stereo not drawn)	-1%	17%	27%[59 µM]	3%	4%	-1	-23%	?	15%
COc1ccc(OC)c(/C=N\NC(=O)c2ccc(=O)n(C)c2)c1	2%	11%	23%[59 µM]	2%	-1%	1	-24%	-30%	-4%
CC(C)CC1(C)NC(=O)N(CC(=O)NC(=O)Nc2ccc3c(c2)OCCO3)C1=O (stereo not drawn)	6%	12%	?	-40%	6%	-3	-23%	-7%	-4%
COc1cccc(C(=O)NCCS(=O)(=O)NC2CCCC2)c1	-1%	19%	32µM*	-9%	-7%	-1	-7%	-22%	14%
Cc1nc2sc(C(c3cccs3)N3CC(C)CC(C)C3)c(O)n2n1 (stereo not drawn)	0%	31%	39%	7%	-1%	2	-17%	15%	5%
Cc1ccc(NC(=O)Nc2ccc3c(c2)OCO3)c(OC(F)F)c1	-6%	-1%	-5%	22%	4%	-2	-17%	?	0%
CCN(CC)S(=O)(=O)c1cccc(C(=O)N/N=C(\C)c2cccs2)c1	9%	27%	24%	23%	3%	-8	-17%	112%[activator]	-9%
O=C(COc1ccccc1)Nc1nnc(S(=O)(=O)N2CCCC2)s1	-3%&1%	46%&-17%[activator]	8.9µM*	7%&-14%	-16%&-3%	-4&-5	?	-16%&-3%	?
CSc1c(C#N)c(N)c(C#N)c2c1COC(C)(C)C2	-6%	52%[activator]	16%[59 µM]	-14%	3%	0	-3%	10%	6%

Further entries follow:
SMILES	GLS inhibitor	HP1b binding inh	G9a inh	RGS4 inh	ERG Ets-DNA blk	PI4K2A block	JMJD2A Tudor	ALOX12 inh	BAZ2B block
CCc1cc2c(NCCC(=O)O)nc(C)nc2s1	1%	-1%	8%[12.7 µM]	-17%	2%	4	-11%	-1%	2%
Nn1c(SCC(=O)NCC2CCCO2)nnc1-c1ccco1 (stereo not drawn)	26%	21%[57 µM]	/	-12%	-6%	1	-18%	0%	/
CNC(=S)NCCc1ccccc1	-10%	33%[activator]	8%	1%	-2%	0	3%	?	0%
COc1ccc(Cc2nnc(NC(=O)c3cc(OC)cc(OC)c3)s2)cc1	2%	24%	5%[0.501 µM]	-13%	8%	-2	-31%	0%	0%
O=C(CCCCn1c(=O)[nH]c2ccsc2c1=O)N1CCN(c2cccc(C(F)(F)F)c2)CC1	0%	27%	5%[59 µM]	12%	-3%	-5	-13%	0%	-13%
O=C(Nc1ccc(CN2CCOCC2)cc1)c1ccc(Br)cc1	5%	32%	6%	19%	-13%	-1	-6%	25%	-10%
COc1ccc(Cl)cc1NC(=S)NN1CCOCC1	-1%	57%[activator]	-1%	-20%	1%	2	-9%	-6%	-27%
Cc1cc(CN(C)C(=O)c2ccc(OC3CCN(CCc4ccccc4)CC3)cc2)on1	-2%	39%	27%	3%	1%	-1	-14%	-15%	-19%
O=C(O)C1=C[C@H](c2csc3ccccc23)C[C@H](OCc2ccc(CO)cc2)O1	15%	24%	1%[12.7 µM]	3%	-11%	2	-22%	?	-12%
COc1cc(OC)c(OC)cc1CN1CCN(Cc2ccc(SC)cc2)CC1	4%	?	3.2µM*	17%[56.9 µM]	-2%	-1	20µM*	-24%	40µM*
CCOc1ccc(OCc2ccc(C(=O)N3N=C(C(F)F)CC3(O)C(F)F)o2)cc1 (stereo not drawn)	-14%	13%	-31%[2.33 µM]	35%	3%	0	-13%	3%	2%
O=C(C1=COCCO1)N1CCN(S(=O)(=O)c2cccc(F)c2)CC1	-3%	51%[activator]	-20%[12.7 µM]	-1%	4%	-2	-1%	-7%	-4%
CC(C)CCN(C(=O)c1csnn1)C(C(=O)NC1CCCC1)c1ccccc1 (stereo not drawn)	0%	18%	?	-7%	11%	5	-13%	-7%	-9%
Nc1ccn(Cc2ccc(F)cc2)n1	9%	35%	-2%	1%	3%	2	-6%	-7%	-23%
O=C(CN1CCN(Cc2ccccc2Cl)CC1)N/N=C/C=C\c1ccccc1[N+](=O)[O-]	3%	-12%	21%[59 µM]	20%	-9%	0	?	/	-39%
CN(C(=O)CCN1CCCO1)C1CCCN(Cc2ccccc2F)C1 (stereo not drawn)	-4%	10%	25%	-31%	15%	-5	-9%	7%	-1%
CCN(CC)CCNC(CC(=O)Nc1ccc(Cl)cc1Cl)C(=O)O (stereo not drawn)	6%	26%	8.9µM*	26%	6%	-10	-33%	13%	4%
Cc1cc(C)c(SCCc2ccncc2)c(C)c1	-1%	54%[activator]	58%[activator]	14%	5%	3	22%	?	51%[activator]
FC(F)(F)c1nnc(Nc2ccc(Cl)cc2)s1	6%	31%[activator]	-38%	-5%	-1%	-11	0%	0%	14%
CCOC(=O)/C=C/c1nc(C(=O)OCC)c(C)c(=O)[nH]1	1%	43%[activator]	?	22%	2%	2	-3%	75%[activator]	-2%
COc1ccc(N2C(=O)CC(N3CCCC4CCCCC43)C2=O)cc1 (stereo not drawn)	8%	50%	?	18%	-1%	3	-20%	10%	8%
Cc1ccc(S(=O)(=O)NNC(=O)c2sc(NS(=O)(=O)c3ccccc3)nc2C)cc1	?	24%	-14%	5%	-5%	1	-2%	-24%	-23%
CCC(=O)N(CC)c1nc(-c2cc(OC)ccc2OC)cs1	-3%	46%[activator]	11%[59 µM]	-15%	/	1	-10%	7%	13%
C=CCN1C(=O)C2(OCCCO2)c2cc(CCCC)ccc21	1%	81%[activator]	260%[activator]	19%	1%	-3	121%[activator]	0%	78%[activator]
O=C(COc1ccc(Cl)cc1Cl)N1CCCN(C(=O)COc2ccc(Cl)cc2Cl)CC1	-1%	23%	3%	-16%	-12%	-4	-13%	?	1%

Ordered by value in HP1b binding inh (rising): 3 of the compounds above
SMILES	GLS inhibitor	HP1b binding inh	G9a inh	RGS4 inh	ERG Ets-DNA blk	PI4K2A block	JMJD2A Tudor	ALOX12 inh	BAZ2B block
CCc1cc2c(NCCC(=O)O)nc(C)nc2s1	1%	-1%	8%[12.7 µM]	-17%	2%	4	-11%	-1%	2%
COc1ccc(Cc2nnc(NC(=O)c3cc(OC)cc(OC)c3)s2)cc1	2%	24%	5%[0.501 µM]	-13%	8%	-2	-31%	0%	0%
Cc1cc(CN(C)C(=O)c2ccc(OC3CCN(CCc4ccccc4)CC3)cc2)on1	-2%	39%	27%	3%	1%	-1	-14%	-15%	-19%
